Screening results as filed in PubChem.
tim23-1 inh – inhibits growth of tim23-1 mutant yeast | 330,000 tested, 1.3% active | S. cerevisiae tim23-1 growth, BacTiter-Glo luminescence, 24 h | inhibition, % at 20 µM;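 active = growth inhibition of the mutant yeast at or above 50%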;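 also: temperature-sensitive mutant grown at 25 °C; plate controls were DMSO-treated mutant yeast for no effect and medium wells lacking yeast for full effect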
CCR6 antagonist – CCR6 (human) receptor antagonism; P51684; CHO-K1 CCR6 PathHunter beta-arrestin, luminescence, CCL20-stimulated; inhibition, % at 20 µM; 340,000 tested, 0.49% active; AID 493098;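 active = compounds whose inhibition of the agonist-driven luminescence signal at 20 µM reaches about 50%, limit read from the data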;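 also: cells stimulated with CCL20 at 14 nM final; plate controls were DMSO with CCL20 for no effect and DMSO without agonist for full effect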
Mdm2-MdmX inh – disrupts the human Mdm2-MdmX interaction; 330,000 tested, 3% active; O15151+Q00987; inhibition, % at 8 µM; SaOS-2 split-luciferase Mdm2/MdmX complementation, luminescence;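 active = inhibition of at least 50% at 8 µM in the primary screen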
EBI2 antag – antagonists of human EBI2 receptor; AID 651636; P32249; inhibition, % at 5 µM; EBI2 beta-arrestin recruitment, luminescence, 7a,25-OHC stimulated; 360,000 tested, 0.81% active; in the data active = inhibition above about 38%;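 also: enzyme fragment complementation signal reports receptor beta-arrestin coupling in cells; 0% = agonist plus DMSO wells and 100% = wells without agonist; some results beyond the cut were filed as inactive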
Target sequence (P32249 whole entry, looked up, the tested form may be a part): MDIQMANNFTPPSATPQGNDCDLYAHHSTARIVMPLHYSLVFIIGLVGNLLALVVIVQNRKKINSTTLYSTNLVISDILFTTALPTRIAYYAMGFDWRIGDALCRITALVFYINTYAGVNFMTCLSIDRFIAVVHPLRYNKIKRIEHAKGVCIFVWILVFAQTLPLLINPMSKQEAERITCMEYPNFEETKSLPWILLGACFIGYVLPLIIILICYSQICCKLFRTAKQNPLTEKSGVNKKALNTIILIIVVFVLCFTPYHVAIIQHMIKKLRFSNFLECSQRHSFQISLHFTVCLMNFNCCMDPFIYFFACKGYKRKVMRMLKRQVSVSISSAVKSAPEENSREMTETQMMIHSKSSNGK
APJ agonist – APJ receptor agonism; 330,000 tested, 0.11% active; CHO-K1 APJ PathHunter beta-arrestin, luminescence; 0% DMSO wells, 100% apelin; P35414; activation, % at 20 µM;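 active = activation more than six SD over the plate average, tested at 20 µM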;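 also: 0% = DMSO alone and 100% = apelin-13 at 10 nM; some results filed as inactive read as strong as hits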
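Incubation: overnight seeding, 90 min compound at 25 °C, 1 h detection; test system: PathHunter CHO-K1 APJ (AGTRL-1) beta-arrestin reporter cells; amount: 1000 cells/well; doses: one dose, 20 µM compound, 1% DMSO; measured by: beta-gal luminescence; measure: agonist-driven arrestin binding to APJ; benchmarks: negative DMSO alone, positive Apelin-13 at 10 nM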
XBP1 UPR activ – adaptive UPR (XBP1) activation. 330,000 tested, 0.33% active. AID 463104. activation, % at 20 µM. CHO-XBP1 luciferase reporter, IRE1-XBP1 UPR activation, luminescence; percent of tunicamycin response, DMSO as zero;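 active = versus positive control, 20 µM dose yields 30% or more activation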;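 also: 100% = tunicamycin at 10 µg/mL and 0% = DMSO only wells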
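Assay system: IRE1-XBP1 luciferase reporter CHO line. Input: 1000 cells/well. Buffer or medium: F12 with 10% serum. Doses: 20 µM, 1% DMSO. Times: overnight seeding at 37 °C, 6 h compound treatment at 37 °C. Technique: Steady-Glo luciferase glow luminescence, 10 min after reagent addition.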
CXCR6 block – inhibitors of human CXCR6 receptor; inhibition, % at 20 µM; O00574; 360,000 tested, 0.36% active; AID 602244; CHO-K1 PathHunter CXCR6 beta-arrestin, luminescence; in the data active = inhibition above about 34%, passing the limit was not always enough;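 also: antagonist mode with CXCL16 agonist at 10 nM final; 0% = 10 nM CXCL16 with DMSO and 100% = unstimulated wells without agonist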
Target sequence (O00574 whole entry, looked up): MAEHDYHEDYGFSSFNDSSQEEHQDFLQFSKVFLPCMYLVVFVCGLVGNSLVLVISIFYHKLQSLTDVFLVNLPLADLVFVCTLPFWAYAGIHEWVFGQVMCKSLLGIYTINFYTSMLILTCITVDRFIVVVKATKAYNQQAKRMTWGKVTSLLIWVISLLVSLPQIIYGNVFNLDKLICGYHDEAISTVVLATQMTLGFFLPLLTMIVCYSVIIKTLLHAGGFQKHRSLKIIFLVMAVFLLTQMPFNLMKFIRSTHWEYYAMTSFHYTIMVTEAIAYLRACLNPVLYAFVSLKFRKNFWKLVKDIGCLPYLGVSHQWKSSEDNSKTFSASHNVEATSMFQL
APJ antag – blocks the human apelin receptor APJ. CHO-K1 APJ beta-arrestin complementation, luminescence. AID 2521. 330,000 tested, 0.32% active. P35414. inhibition, % at 20 µM;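 active = inhibition above about 40% at 20 µM, limit read from the data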;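 also: cells challenged with 10 nM apelin-13 agonist together with compound; plate controls were apelin-13 plus DMSO wells for no effect and DMSO wells lacking apelin-13 for full effect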
UPR CHOP act – apoptotic UPR (CHOP) activation. 330,000 tested, 0.34% active. CHO-CHOP luciferase reporter, luminescence; percent of tunicamycin response over DMSO baseline. activation, % at 10 µM. AID 449763;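 active = at 10 µM dose, activation of 40% or more, normalized to positive control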;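 also: 100% = tunicamycin at 10 µg/mL and 0% = DMSO alone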
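measured by = luciferase luminescence | assay system = CHO-CHOP cells, stable luciferase reporter of PERK-eIF2a-CHOP signalling | amount = 500 reporter cells seeded per well | timing = 6 h compound exposure at 37 °C after overnight seeding | controls = positive tunicamycin 10 µg/mL, negative DMSO alone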
Numbers without * were called inactive. Not all compounds are listed. The share of hits here may be higher or lower than overall.

SMILES	tim23-1 inh	CCR6 antagonist	Mdm2-MdmX inh	EBI2 antag	APJ agonist	XBP1 UPR activ	CXCR6 block	APJ antag	UPR CHOP act
CC(C)=CCCC(C)CN1CCC(O)CC1 (stereo not given)	16	13	16	-4	1	-1	-1	1	-1.6
O=[N+]([O-])c1ccc(OCCn2cnc3ccccc32)cc1	-14	4	17	2	-1	9	3	-3	-1.4
O=C(Nc1ccccc1)N1CCc2ccccc21	10	-24	-147	-6	-1	-1	1	4	5.3
COc1cccc(CNC(=O)C2CCN(S(=O)(=O)c3c(C)nn(C)c3C)CC2)c1	6	3	-7	-1	-7	-1	8	-9	-0.3
CC(=O)Nc1c(O)c2ccccc2[nH]c1=O	-5	6	15	4	0	-1	-2	-17	-1.1
CC(=O)c1cn(CC(=O)NCC2CCCO2)c2ccccc12 (stereo not given)	3	-7	10	10	-4	1	0	3	-0.8
O=C(Nc1cc2c3c(c1)CC(=O)N3CCC2)c1ccccc1C(F)(F)F	-1	7	0	-7	0	0	6	6	1.3
COc1cccc(C(=O)Nc2ccncc2)c1OC	-18	3	4	6	2	1	-4	2	-1.0
CC1CCc2[nH]c3ccc(C(=O)N4CCCC(C(F)(F)F)C4)cc3c2C1 (stereo not given)	68*	-10	15	41	-3	2	10	7	2.1
Cc1cccc(C)c1NC(=O)C(c1ccccc1)N1CCOCC1 (stereo not given)	-3	13	0	-3	-6	-1	0	8	0.1
O=C(NCC(=O)N(c1ccc(F)cc1)C(C(=O)NC1CCCC1)c1cccnc1)c1cccs1 (stereo not given)	-2	-3	10	-1	-3	-3	2	6	0.1
NC(=O)CCCc1nc(-c2ccccc2)no1	13	-4	9	-5	2	2	-11	3	0.1
CCOc1cc(-c2cc(-c3ccc(OC)cc3)nc(N)c2C#N)ccc1O	13	2	15	27	-2	13	6	-27	0.7
COC(=O)c1cc(Cl)c(NC(=O)Cc2ccccc2)cc1OC	5	8	-6	2	0	-1	7	28	3.5
Cc1ccc(NC(=S)N/N=C/c2ccc(Cl)c([N+](=O)[O-])c2)cc1	-50	-2	41	15	0	0	5	1	0.2
Cc1nccn1CCC1CCCCN1C(=O)CCc1nnc(-c2ccsc2)o1 (stereo not given)	15	-24	12	-2	1	0	-8	13	-0.1
O=C(/C=N/NC(=O)c1ccc(Cl)cc1Cl)c1ccccc1	34	21	-2	-1	-1	0	8	-10	1.5
O=C(CCC1CCCC1)Nc1cccn(Cc2ccccc2Br)c1=O	29	21	-30	-4	0	3	12	16	-1.1
COc1cccc(-c2nc(CS(=O)(=O)CC(=O)Nc3cccc(C(C)=O)c3)c(C)o2)c1	7	4	15	-3	-1	-5	0	12	-0.1
O=C(c1ccccc1)N1CCN(C2CC3CCC2C3)CC1 (stereo not given)	8	-4	-3	2	4	-3	1	6	-1.1
O=C(OCCCc1cc2ccccc2c(=O)o1)c1ccccc1C(F)(F)F	23	14	8	3	0	-2	1	3	-1.1
O=C1CSCC(=O)N1c1ncc(C(F)(F)F)cc1Cl	0	1	22	1	1	0	2	-8	-1.1
Cc1ccc(N(CCO)C(=S)Nc2ccccc2)cc1	22	15	6	-21	-2	-4	4	9	-0.1
Cn1c(=O)oc2cc(S(=O)(=O)Nc3cccc(F)c3)ccc21	6	5	8	-7	-1	-2	-1	6	-3.3
CCc1nccn1S(=O)(=O)c1cc(OC)c(Cl)cc1OC	17	5	7	-7	-2	-2	-2	13	-0.1
COCCCNC(=O)Cn1nc(-c2cccc(OC)c2)ccc1=O	8	7	26	-9	-1	-4	-12	23	-1.6
COc1cc(C2Nc3cc(C)c(C)cc3NC3=C2C(=O)CC(C)(C)C3)ccc1OC(C)=O (stereo not given)	7	3	18	1	-1	-2	2	-21	0.1
COc1ccc(OC)c(N(CC(=O)N2CCN(Cc3ccccc3)CC2)S(C)(=O)=O)c1	-6	-1	8	-4	0	-2	5	-3	0.9
COc1ccc(S(=O)(=O)Nc2ccccc2C(N)=O)cc1OC	0	-11	-5	-16	4	5	6	9	1.8
COc1ccc(NC(=O)CC2C(=O)N(C)C(=S)N2Cc2ccco2)cc1 (stereo not given)	26	4	13	8	2	-1	1	0	-0.3
O=S(=O)(Nc1nc2ccccc2nc1NCC1CCCO1)c1ccccc1 (stereo not given)	22	1	17	-28	-1	-3	-3	6	-0.7
CCc1ccc(C2C(C#N)=C(N)SC(N)=C2C#N)cc1	3	17	-1	5	2	6	-2	-19	-2.3
COCCN(C(=O)c1csnn1)C(C(=O)NC1CCCC1)c1ccccc1 (stereo not given)	17	8	12	2	-1	-1	-4	-12	1.8
O=C(CN1CCN(c2ccc(F)cc2)CC1)NC(=O)NCc1ccco1	5	13	-11	-10	-2	-1	-9	2	0.3
C=C(C)Cn1c(-c2ccccc2)nc2ccccc21	9	24	11	3	-8	-1	5	5	0.2
COc1ccccc1NC(=O)CSc1nnc(CSc2nc(C)cc(C)n2)o1	10	14	12	-5	-2	0	-4	-8	1.5
CC1CCN(C(=O)CSc2nnc(-c3ccncc3)n2C)CC1	-7	-5	-17	6	-3	0	-10	6	-0.4
COc1ccc(/C=C/C(=O)NC(=S)N2CCN(c3ccccc3OC)CC2)cc1	7	14	-44	39	-5	2	7	-1	3.4
Cc1ccc(C)c(OC(=O)c2cccnc2Cl)c1C	12	13	0	1	0	3	-3	20	3.7
Cc1cccc(NC(=O)CSc2nnnn2C)n1	9	-3	-17	-12	1	0	2	-7	-0.1
Cc1ccccc1C(=O)Nc1ccnn1C1CCN(Cc2ccccn2)CC1	-11	10	2	-16	-3	-2	-6	1	0.3
Cc1ccc(S(=O)(=O)N2CCN(C(=O)c3ccccn3)CC2)cc1	16	-11	-5	-3	-4	1	-12	-8	0.1
COC(=O)C1CCN(C(=O)/C=C/c2ccc(OC)cc2)CC1	4	7	-87	87*	-3	1	-1	-1	-0.1
COC(=O)c1ccc(C2=NOC(C)(c3nnc(Cc4ccccc4)o3)C2)cc1 (stereo not given)	1	6	13	-4	9	0	7	4	-2.5
COc1ccccc1/C=C(/C(=O)OCC(=O)Nc1ccccc1C(C)C)c1ccccc1	11	14	-44	24	0	-2	19	-2	-1.1
CCCCN(CC)c1nc(-c2ccncc2)nc2ccccc12	39	6	35	-6	-1	0	-4	-9	-0.4
O=S(=O)(Nc1ccc2cn[nH]c2c1)c1ccc(Cl)s1	23	-3	-3	-3	-2	1	-8	-16	0.5
CCC(C)c1ccccc1OCCOCCN1CCCC1 (stereo not given)	3	13	22	-3	-1	2	7	22	-0.8
O=C(Cn1c2[n+](c3ccc(C(F)(F)F)cc31)CCCCC2)Nc1ccc(Br)cc1	4	-1	-11	0	-2	0	2	6	2.3
O=C(CN(C1CCCCC1)S(=O)(=O)c1ccccc1)NCC1CCCO1 (stereo not given)	13	5	11	-2	-2	-1	6	7	0.3
COc1ccc([N+](=O)[O-])cc1N(CC(=O)N1CCOCC1)S(C)(=O)=O	5	-3	15	-6	-4	-5	-12	2	-2.0
COCCn1c(SCC(N)=O)nnc1-c1c[nH]c2ccccc12	-2	3	14	-5	-1	-2	0	-2	0.2
COc1ccc(/C=C/C(=O)N2c3ccccc3Sc3ccc(C(F)(F)F)cc32)cc1	14	32	21	32	-4	-4	10	14	-2.8

Of the compounds above, six contain a CF3 group:
SMILES	tim23-1 inh	CCR6 antagonist	Mdm2-MdmX inh	EBI2 antag	APJ agonist	XBP1 UPR activ	CXCR6 block	APJ antag	UPR CHOP act
O=C(Nc1cc2c3c(c1)CC(=O)N3CCC2)c1ccccc1C(F)(F)F	-1	7	0	-7	0	0	6	6	1.3
CC1CCc2[nH]c3ccc(C(=O)N4CCCC(C(F)(F)F)C4)cc3c2C1 (stereo not given)	68*	-10	15	41	-3	2	10	7	2.1
O=C(OCCCc1cc2ccccc2c(=O)o1)c1ccccc1C(F)(F)F	23	14	8	3	0	-2	1	3	-1.1
O=C1CSCC(=O)N1c1ncc(C(F)(F)F)cc1Cl	0	1	22	1	1	0	2	-8	-1.1
O=C(Cn1c2[n+](c3ccc(C(F)(F)F)cc31)CCCCC2)Nc1ccc(Br)cc1	4	-1	-11	0	-2	0	2	6	2.3
COc1ccc(/C=C/C(=O)N2c3ccccc3Sc3ccc(C(F)(F)F)cc32)cc1	14	32	21	32	-4	-4	10	14	-2.8

Among those listed so far, 7 have a Cl atom:
SMILES	tim23-1 inh	CCR6 antagonist	Mdm2-MdmX inh	EBI2 antag	APJ agonist	XBP1 UPR activ	CXCR6 block	APJ antag	UPR CHOP act
COC(=O)c1cc(Cl)c(NC(=O)Cc2ccccc2)cc1OC	5	8	-6	2	0	-1	7	28	3.5
Cc1ccc(NC(=S)N/N=C/c2ccc(Cl)c([N+](=O)[O-])c2)cc1	-50	-2	41	15	0	0	5	1	0.2
O=C(/C=N/NC(=O)c1ccc(Cl)cc1Cl)c1ccccc1	34	21	-2	-1	-1	0	8	-10	1.5
O=C1CSCC(=O)N1c1ncc(C(F)(F)F)cc1Cl	0	1	22	1	1	0	2	-8	-1.1
CCc1nccn1S(=O)(=O)c1cc(OC)c(Cl)cc1OC	17	5	7	-7	-2	-2	-2	13	-0.1
Cc1ccc(C)c(OC(=O)c2cccnc2Cl)c1C	12	13	0	1	0	3	-3	20	3.7
O=S(=O)(Nc1ccc2cn[nH]c2c1)c1ccc(Cl)s1	23	-3	-3	-3	-2	1	-8	-16	0.5
